NPY Y1 blocker: blocks the human neuropeptide Y Y1 receptor. P25929. HEK293-CNG Y1 cells, membrane potential fluorescence; NPY at EC95, then isoproterenol. inhibition, % at 3.6 µM. actives 1% (n = 200,000);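 active = inhibition above the campaign mean inhibition of all tested compounds plus 3 SD, cut at about 20% in these data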;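 note: 0% = DMSO wells given NPY plus isoproterenol and 100% = isoproterenol alone without NPY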
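Assay system: HEK293 cells with Y1 receptor plus CNG channel | Probe or stimulus: NPY (25 nM), isoproterenol (1 µM), Ro 20-1724 (25 µM) | Timing: Compound incubation 1 h at room temperature, readout 45 min post-stimulation | Measured by: Membrane-potential fluorescent dye readout | Benchmarks: High control isoproterenol alone, low control NPY with isoproterenol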
S1P4 agonist: human S1P4 receptor agonism; O95977; S1P4-expressing cell line, agonist reporter assay; activation, % at 4.98 µM; actives 0.35% (n = 220,000); in the data active = activation above about 11%;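 note: 0% = DMSO vehicle and 100% = reference agonist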
Target sequence (O95977 whole entry, looked up): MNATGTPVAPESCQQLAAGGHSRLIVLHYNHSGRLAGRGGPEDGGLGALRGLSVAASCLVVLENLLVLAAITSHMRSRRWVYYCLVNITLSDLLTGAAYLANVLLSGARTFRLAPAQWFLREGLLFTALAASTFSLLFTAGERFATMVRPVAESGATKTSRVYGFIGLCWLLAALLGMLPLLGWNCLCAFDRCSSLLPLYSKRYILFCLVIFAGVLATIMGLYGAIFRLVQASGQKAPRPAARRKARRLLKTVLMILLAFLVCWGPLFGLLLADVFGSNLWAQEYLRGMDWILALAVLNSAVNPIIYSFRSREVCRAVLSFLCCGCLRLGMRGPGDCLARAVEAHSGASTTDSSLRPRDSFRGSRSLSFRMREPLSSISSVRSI
NPY2 pot ag: potentiates or activates human NPY-Y2 receptor; P49146; cells expressing NPY-Y2, potentiator/agonist read-out; activation, % at 3.6 µM; actives 0.45% (n = 220,000); AID 1359; in the data active = activation above about 27%;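 note: cells stimulated with NPY near EC25 plus isoproterenol at EC100; 0% = vehicle plus submaximal agonist and 100% = vehicle plus saturating agonist; some results beyond the cut were filed as inactive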
Target sequence (P49146 whole entry, looked up): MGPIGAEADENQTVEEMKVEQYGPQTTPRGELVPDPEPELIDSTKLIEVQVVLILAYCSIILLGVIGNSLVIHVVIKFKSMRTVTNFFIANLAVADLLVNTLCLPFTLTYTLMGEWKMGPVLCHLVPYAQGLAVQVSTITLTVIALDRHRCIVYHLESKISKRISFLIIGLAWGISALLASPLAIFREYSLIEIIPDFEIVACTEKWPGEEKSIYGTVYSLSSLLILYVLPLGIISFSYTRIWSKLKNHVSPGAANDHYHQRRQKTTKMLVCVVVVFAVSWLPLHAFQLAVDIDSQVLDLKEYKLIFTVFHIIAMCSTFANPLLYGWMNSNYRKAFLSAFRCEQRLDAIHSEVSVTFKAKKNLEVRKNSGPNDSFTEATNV
CHOP inh: CHOP inhibition in unfolded protein response; CHO-K1 CHOP-promoter luciferase, tunicamycin-induced, 15-18 h; inhibition, % at 10 µM; actives 3.8% (n = 220,000);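 active = compounds that reduced the stress-induced luciferase reporter signal by more than about 70% of percent inhibition, limit read from the data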;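 note: 0% = tunicamycin plus vehicle and 100% = wells without tunicamycin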
NPY1 pot ag: potentiators or agonists of human neuropeptide Y receptor Y1. P25929. NPY-Y1 expressing cells, potentiator/agonist activation. activation, % at 3.6 µM. actives 0.37% (n = 220,000). AID 1304; in the data active = activation above about 33%, passing the limit was not always enough;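 note: cells stimulated with NPY at EC10 then isoproterenol at EC100; 0% = low agonist plus stimulus and 100% = saturating agonist plus stimulus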
TRPML3 agonist: agonists of human TRPML3 channel. Q8TDD5. HEK293 TRPML3-YFP, Fluo-8 calcium fluorescence; 100% = the carbachol control signal. activation, % at 3 µM. actives 0.29% (n = 220,000). AID 1448;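 active = activation above its plate's cutoff, the mean activation of the plate's test wells plus 3 SD, cut at about 12% in these data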;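 note: 0% = DMSO only wells and 100% = carbachol wells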
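Test system: HEK293 cells stably carrying human TRPML3-YFP; Doses: single dose, 3 µM final nominal compound, 0.3% DMSO final; Schedule: dye loading 1 h 37 °C then 30 min ambient, 125 s read; Technique: Fluo-8 calcium fluorescence; Benchmarks: high control carbachol 87 µM, low control DMSO.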
zfTRPN1 agonist: agonists of zebrafish TRPN1 channel. HEK293 zebrafish TRPN1-YFP, Fluo-8 calcium fluorescence; 100% = response to 87 µM carbachol. activation, % at 3 µM. actives 0.18% (n = 220,000). AID 1424;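 active = activation above its plate's cutoff, the mean activation of test wells on that plate plus 3 SD, cut at about 19% in these data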;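 note: 0% = DMSO alone and 100% = 87 µM carbachol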
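Material: zebrafish TRPN1-YFP in HEK293 cells; Doses: single test compound dose, 3 µM nominal, 0.3% DMSO; Timing: dye loading 1 h at 37 °C, then 30 min room temperature; Technique: intracellular calcium fluorescence with Fluo-8; Benchmarks: high carbachol 87 µM, low DMSO alone.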
S1P4 antagonist: human S1P4 receptor antagonism | actives 0.26% (n = 220,000) | S1P4-expressing cells, antagonist mode, reporter read-out | AID 1510 | inhibition, % at 4.98 µM | O95977; in the data active = inhibition above about 29%;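 note: 0% = wells stimulated with agonist and 100% = vehicle wells without agonist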
EP2 modulator: modulators of human EP2 prostaglandin E2 receptor; EP2-expressing cells, cAMP HTRF FRET, PGE2 co-stimulation; induction, % at 25 µM; AID 940; actives 0.83% (n = 260,000); P43116;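 active = compounds whose cAMP rise, as percent of the full-agonist control response, exceeds 60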;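 note: rat C6 glioma line stably carrying human EP2 under a CMV promoter; the protocol text gives 20 µM as final concentration; 100% = response of wells given 1 µM PGE2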
Numbers without * were called inactive; . = no result given; & = joins results of further samples. Compounds were not picked by outcome; about 6.5% have a hit in one of these screens.

SMILES	NPY Y1 blocker	S1P4 agonist	NPY2 pot ag	CHOP inh	NPY1 pot ag	TRPML3 agonist	zfTRPN1 agonist	S1P4 antagonist	EP2 modulator
CCCOc1ccc(NC(=O)C(=O)NCCCn2ccnc2)cc1	12	-0.8	1	17	-2	-0.5	-0.6	-2	10
CCCOc1ccc(NC(=O)C2CC(=O)N(C)C(=Nc3cccc(OC)c3)S2)cc1 (configuration not stated)	-6	0.3	-4	45	17	0.2	0.3	1	14
COCCN(CCOC)C(=S)Nc1ccccc1Cl	-2	1.6	-8	15	15	0.5	0.0	10	23
CCOC(=O)CN1CCc2c(C)nc3c(-c4ccc(OC)c(OC)c4)cnn3c21	-2	0.9	3	-9	-4	-0.6	-1.2	0	-38
COc1ccc(S(=O)(=O)NCC(=O)Nc2cccc(C)c2C)cc1OC	-2	2.2	-3	5	-2	0.9	-1.0	-26	12
COc1ccc(CNC(=O)CN(Cc2ccc(Cl)cc2)S(=O)(=O)c2ccccc2)cc1	2	2.4	4	36	5	0.4	-0.8	1	51
Cc1cc(C(F)(F)F)nn1Cc1n[nH]c(=S)n1-c1cccc(Cl)c1	6	0.0	19	9	15	0.2	0.5	-12	-18
Cc1c(C(=O)NCCSCc2c(Cl)cccc2Cl)cccc1[N+](=O)[O-]	7	-0.9	3	17	-19	0.2	-3.0	-2	-33
Cc1nn(-c2ccccc2)c2c1C(c1ccc(O)c(O)c1)N1C(=N2)C(Nc2ccccc2)=Nc2ccccc21 (configuration not stated)	-3	-0.4	22	5	15	0.7	-0.2	51*	-2
Cc1ccc(NC(=O)C2CCCN(S(=O)(=O)c3c(C)noc3C)C2)cc1F (configuration not stated)	-1	0.6	-4	11	8	0.2	0.2	2	-24
O=C(NCCCN1CCCC1=O)c1ccc2c(c1)ncn2C1CCCCC1	8	0.6	7	5	-1	1.4	1.4	-14	15
Cc1cc(Nc2ccc3c(c2)OCCO3)c2cc(Cl)ccc2n1	16	0.2	-13	15	-32	-0.7	-2.4	-19	-79
NS(=O)(=O)c1ccc(CNC(=O)/C=C/c2ccco2)cc1	.	1.1	1	4	-10	0.7	0.7	-7	-31
O=C(NCC(=O)N(CC1CCCO1)C(C(=O)NC1CCCCC1)c1ccccc1)c1ccco1 (configuration not stated)	2	6.9	-4	-1	-1	0.5	0.6	-10	19
CCC(=O)Nc1ccc(NC(=O)C23CC4CC(CC(C4)C2)C3)cn1	-2	-1.7	-14	-36	-14	0.3	-0.1	-27	5&-30
CC(C)n1c(N)c(C#N)c2ccc([N+](=O)[O-])cc2c1=O	.	0.2	36	-1	14	2.0	3.4	12	-31
C=CCC1C=CCC(CC=C)N1C(=O)c1ccccc1[N+](=O)[O-] (configuration not stated)	1	-0.2	-15	21	3	0.2	-2.3	-10	28
COc1ccccc1-n1ccnc1SCC(=O)NCc1ccco1	1	-1.8	-2	2	16	0.1	0.4	4	15
COC(=O)CSc1nnc(-c2ccc(NS(=O)(=O)c3ccccc3)cc2)o1	-18	1.9	91*	35	40*	0.3	1.0	2	-1
O=C(CNC(=O)C1CCCCC1)Nc1ccccc1	-3	-0.2	-3	8	-6	1.0	-0.4	-16	19
CCCCCCCCCn1c2c(c(=N)c3c1CCC3)CCC2	90*	-0.2	-36	.	-132	-0.4	-1.3	-3	-4
CCOc1ccccc1NC(=O)C(NC(=O)C1CCC(C)CC1)C(C)C (configuration not stated)	3	-0.9	9	73*	3	1.3	1.6	-35	40
Cc1ccc(CONC(=O)c2ccc(OC(F)F)cc2)cc1	11	-0.7	-20	19	-10	0.0	0.6	2	-81
c1ccc(N2CCN(c3nc(NCc4ccco4)c4ccccc4n3)CC2)cc1	12	-4.5	32*	63	-7	-0.2	0.7	-1	-34

Another view of 6 compounds above.
compound | NPY Y1 blocker | S1P4 agonist | NPY2 pot ag | CHOP inh | NPY1 pot ag | TRPML3 agonist | zfTRPN1 agonist | S1P4 antagonist | EP2 modulator
COC(=O)CSc1nnc(-c2ccc(NS(=O)(=O)c3ccccc3)cc2)o1 | -18 | 1.9 | 91* | 35 | 40* | 0.3 | 1.0 | 2 | -1
O=C(CNC(=O)C1CCCCC1)Nc1ccccc1 | -3 | -0.2 | -3 | 8 | -6 | 1.0 | -0.4 | -16 | 19
CCCCCCCCCn1c2c(c(=N)c3c1CCC3)CCC2 | 90* | -0.2 | -36 | . | -132 | -0.4 | -1.3 | -3 | -4
CCOc1ccccc1NC(=O)C(NC(=O)C1CCC(C)CC1)C(C)C (configuration not stated) | 3 | -0.9 | 9 | 73* | 3 | 1.3 | 1.6 | -35 | 40
Cc1ccc(CONC(=O)c2ccc(OC(F)F)cc2)cc1 | 11 | -0.7 | -20 | 19 | -10 | 0.0 | 0.6 | 2 | -81
c1ccc(N2CCN(c3nc(NCc4ccco4)c4ccccc4n3)CC2)cc1 | 12 | -4.5 | 32* | 63 | -7 | -0.2 | 0.7 | -1 | -34

Next entries
SMILES	NPY Y1 blocker	S1P4 agonist	NPY2 pot ag	CHOP inh	NPY1 pot ag	TRPML3 agonist	zfTRPN1 agonist	S1P4 antagonist	EP2 modulator
COc1cccc(CNC(=S)NC2CC2)c1	-1	1.4	9	11	13	0.7	-1.5	-4	3
NC(N)=N/N=C/c1ccc(Cl)cc1Cl	.	-1.6	-30	24	-21	4.8	3.6	-4	-12
CC(C)CN(C(=O)COC(=O)C1c2ccccc2Oc2ccccc21)C1CCS(=O)(=O)C1 (configuration not stated)	6	2.6	5	1	-17	0.3	0.6	-12	15
Cc1cc2c(cc(C(=O)N3CCC(C(=O)N4CCCC4)CC3)n2Cc2c(F)cccc2Cl)o1	26*	-0.8	-13	43	-2	-0.2	0.3	-1	14
Cc1ccc(NC(=O)NC(=O)N(C(C)C)S(=O)(=O)c2ccc(C)cc2)cc1	4	-0.7	1	30	-4	0.4	-0.8	-8	0
CCn1c(=O)n(CC)c2cc([N+](=O)[O-])ccc21	-4	-0.5	-20	19	13	-0.1	0.3	-17	15
c1ccc2c(N3CCCC3)nc(-c3ccncc3)nc2c1	-3	-0.9	9	32	10	0.2	-0.7	-11	12
CC(C)N(CCCNC(=O)CC1Oc2ccccc2NC1=O)Cc1ccccc1 (configuration not stated)	3	-0.6	5	30	17	0.4	1.7	-8	-14
CCOC(=O)N1CCN(C(=O)COc2ccc(Br)cc2Cl)CC1	8	-0.2	-2	4	-4	0.7	0.7	1	7
CCCOc1nc(SCCC)nc2c1cnn2-c1ccccc1	.	0.8	-19	0	-50	0.5	2.5	4	0
CCCNC(=O)COC(=O)c1ccccc1OCc1ccc(Cl)cc1	10	0.1	-3	19	21	-1.3	-3.0	-6	32
Cc1ccccc1NC(=O)Cn1c(=O)n(C)c2ccccc21	1	0.7	-8	-9	-4	-0.3	-0.3	-8	10
CCN(CC)CCCNC(=O)C1c2ccccc2C(=O)N(CCOC)C1c1ccc(F)cc1 (configuration not stated)	-2	0.5	-11	-2	3	0.4	2.2	2	8
CC(C)C(C)(C#N)NC(=O)CSc1nnc(-c2ccccc2)o1 (configuration not stated)	-1	-4.7	-7	23	-13	0.8	0.1	1	11
c1ccc(CCSc2nccn2-c2ccccc2)cc1	1	0.9	-16	40	-10	-0.2	-1.6	9	34
COc1ccc(-c2cc(C(F)(F)F)nc(S(=O)(=O)CCCC(=O)Nc3cccnc3Cl)n2)cc1OC	14	-0.4	-19	100*	-24	-0.4	-0.6	29*	-7
Cc1cccc(OCCCC(=O)Nc2ccc(N3CCOCC3)cc2)c1	-3	-2.0	-9	-8	-8	1.0	1.2	-2	-14
CCOc1c(Br)cc(/C=C2/SC(=O)N(CC(=O)N3CCCC3)C2=O)cc1OC	3	2.6	-1	1	12	1.1	-0.1	-14	3
CNC(=O)c1sccc1-n1cccc1	1	1.5	0	-18	-3	0.8	-0.8	-7	-4
Cc1c(NC(=O)C(C)OC(=O)c2ccc(Br)o2)c(=O)n(-c2ccccc2)n1C (configuration not stated)	2	1.4	9	12	11	0.3	0.9	3	23
Cc1cc(N=CC2=C(O)CC(C)(C)CC2=O)no1	2	-0.5	-7	15	-3	1.3	1.1	-8	28
CCc1ccccc1NC1=NCC(=O)N1Cc1ccc2c(c1)OCO2	3	-1.9	-17	40	-10	-0.7	-1.7	10	26
CCC(C)n1c(SCC(=O)NCc2ccco2)nnc1-c1cccc(S(=O)(=O)N2CCOCC2)c1 (configuration not stated)	5	-1.6	-10	39	6	0.6	1.3	-15	19
CC(=O)c1ccc(NC(=O)CCNS(=O)(=O)c2cccc3nonc23)cc1	3	0.2	-3	22	-8	-0.1	-0.4	-15	6
NNC(=S)Nc1cc(S(=O)(=O)N2CCOCC2)ccc1N1CCOCC1	1	-0.5	0	-24	-22	0.4	-0.2	-2	9
CN(C)c1nc(Cl)nc(NCCOc2ccccc2)n1	-1	1.8	-2	14	12	0.2	-1.8	-6	-45
CCOc1ccccc1CNC(=O)c1c([N+](=O)[O-])c(C)nn1C	0	0.5	4	-27	-8	0.4	0.0	1	14
COc1cc2c(cc1NC(=O)c1cncc(Br)c1)oc1ccccc12	-2	-0.9	-11	35	-3	-0.3	2.1	-64	19
O=C(/C=C/C(=O)NCc1cccs1)NCc1cccs1	.	-0.3	-24	-2	-11	0.5	2.4	12	-25
COCc1cc(C)nc2sc(C(=O)N3CCCCC3)c(N)c12	-7	0.1	-10	-6	9	0.1	0.2	2	22
O=c1oc2cc(OCc3c(F)c(F)c(F)c(F)c3F)ccc2cc1-c1ccccn1	-4	1.2	-9	13	-6	0.6	1.2	-17	20
O=C(Nc1ccc(F)cc1)Nc1ccc(N2CCOCC2)c2nonc12	-3	1.9	4	-26	7	0.9	1.3	-3	-16
Cc1c(NC(=O)C(C)OC(=O)/C=C/c2ccco2)c(=O)n(-c2ccccc2)n1C (configuration not stated)	-2	0.6	5	11	1	0.9	-0.7	-11	9
O=C(Nc1nccs1)c1cc2c(s1)-c1ccccc1OC2	-5	0.5	-6	61	9	1.0	1.7	-8	25
O=C(Cc1ccc(Cl)cc1)N1CCN(C(=O)c2ccco2)CC1	6	-0.7	-4	-3	-7	0.1	-0.9	6	7

Three entries already listed, sorted by the value under NPY Y1 blocker, high to low:
| SMILES | NPY Y1 blocker | S1P4 agonist | NPY2 pot ag | CHOP inh | NPY1 pot ag | TRPML3 agonist | S1P4 antagonist | EP2 modulator |
| --- | --- | --- | --- | --- | --- | --- | --- | --- |
| O=C(Cc1ccc(Cl)cc1)N1CCN(C(=O)c2ccco2)CC1 | 6 | -0.7 | -4 | -3 | -7 | 0.1 | 6 | 7 |
| NNC(=S)Nc1cc(S(=O)(=O)N2CCOCC2)ccc1N1CCOCC1 | 1 | -0.5 | 0 | -24 | -22 | 0.4 | -2 | 9 |
| Cc1c(NC(=O)C(C)OC(=O)/C=C/c2ccco2)c(=O)n(-c2ccccc2)n1C (configuration not stated) | -2 | 0.6 | 5 | 11 | 1 | 0.9 | -11 | 9 |
